Source: PubChem BioAssay
GIRK2 act: Activates human GIRK2-containing potassium channels; P48051; HEK293 GIRK2/NPY4 cells, thallium flux fluorescence; activation (% efficacy), % for hits at 37.5 µM; 34,000 tested, under 10 active; AID 1259324;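 active = primary screen hit, no activity in plain HEK293 cells, and in GIRK2-only cells above 5% efficacy rising with concentration; inactive = the rest, including fluorescent compounds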;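 note: efficacy is normalized control-subtracted fluorescence 15 s after thallium addition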
Target sequence (P48051 whole entry, looked up): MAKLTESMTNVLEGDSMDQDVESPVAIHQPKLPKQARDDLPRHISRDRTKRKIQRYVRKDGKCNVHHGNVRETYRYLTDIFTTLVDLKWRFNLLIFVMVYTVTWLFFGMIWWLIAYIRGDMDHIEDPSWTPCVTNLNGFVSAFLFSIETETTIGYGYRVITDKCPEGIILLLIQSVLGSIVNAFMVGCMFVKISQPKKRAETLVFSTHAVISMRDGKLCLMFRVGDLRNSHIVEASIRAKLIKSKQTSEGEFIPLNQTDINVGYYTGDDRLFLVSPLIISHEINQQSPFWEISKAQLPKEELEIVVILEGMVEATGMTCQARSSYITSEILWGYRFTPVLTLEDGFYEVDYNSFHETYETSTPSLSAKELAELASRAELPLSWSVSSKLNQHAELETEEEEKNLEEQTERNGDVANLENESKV
Calls only; i = inactive. Some of the compounds tested; rates above refer to the full screens.

Compound	GIRK2 act
COCC(=O)N1CCCc2ccc(NC(=O)Nc3ccccc3C(F)(F)F)cc21	i
CC1CCN(C(=O)N2CCN(S(=O)(=O)N(C)C)CC2)CC1	i
Cc1ccc(S(=O)(=O)c2nc(-c3ccco3)oc2N2CCC(C(N)=O)CC2)cc1	i
COc1ccc(NC(=O)C(=O)NCC(C)(O)C2CC2)cc1 (stereo not given)	i
CN1C(=O)CCc2cc(NC(=O)Nc3ccc4c(c3)OCO4)ccc21	i
O=C(Nc1cccc(F)c1)N1CCC2(CC1)NC(=O)N(CCOc1ccccc1)C2=O	i
COc1ccc(OC)c(-c2nnc3ccc(OCCNC(=O)Nc4ccc(C)cc4)nn23)c1	i
COc1ccc(-c2ccc(=O)n(CCCNS(=O)(=O)c3cccs3)n2)cc1	i
Cc1cc(NC(=O)c2ccc(F)c(F)c2)n(-c2nc3c(cnn3-c3cccc(Cl)c3)c(=O)[nH]2)n1	i
CC(O)(CNC(=O)COc1ccc2ccccc2c1)c1ccccc1 (stereo not given)	i
O=C(CC1=NS(=O)(=O)c2ccccc2N1)Nc1ccc(Oc2ccccc2)cc1	i
COc1cccc(C(=O)NCc2nc(C)no2)c1OC	i
COc1ccccc1CCNC(=O)c1ccc(=O)[nH]n1	i
CN(C)C(CNC(=O)c1ccc([N+](=O)[O-])cc1Cl)c1cccs1 (stereo not given)	i
Cc1cccc(-n2nc3c(c2NC(=O)C(=O)NCCCOC(C)C)CS(=O)(=O)C3)c1	i
Cc1nnc2ccc(C(=O)O)cn12	i
CCn1c(N2CCOCC2)nc2c1c(=O)n(Cc1ccc(Cl)cc1)c(=O)n2C	i
O=C(NCc1ccccc1)c1ccc(N2CCCCS2(=O)=O)cc1	i
O=C(Nc1c2c(nn1-c1ccc(Cl)cc1)CSC2)C(=O)N1CCOCC1	i
COc1cccc(CNC(=O)c2c(C(F)(F)F)nn(C)c2C)c1	i
CCn1nccc1C(=O)Nc1nc2c(Cl)cccc2s1	i
O=C(Cc1cc(-c2cc3ccccc3o2)on1)NCc1ccc(F)cc1	i
Cc1nn(C2CCS(=O)(=O)C2)c2nc(-c3ccco3)cc(C(=O)NCc3ccc4c(c3)OCO4)c12 (stereo not given)	i
COc1ccc2nc(N(Cc3ccccc3)C(=O)c3ccnn3C)sc2c1	i

4 of these compounds in another layout.
CCn1nccc1C(=O)Nc1nc2c(Cl)cccc2s1
- GIRK2 act = i

COc1cccc(CNC(=O)c2c(C(F)(F)F)nn(C)c2C)c1
- GIRK2 act = i

Cc1nn(C2CCS(=O)(=O)C2)c2nc(-c3ccco3)cc(C(=O)NCc3ccc4c(c3)OCO4)c12 (stereo not given)
- GIRK2 act = i

CCn1c(N2CCOCC2)nc2c1c(=O)n(Cc1ccc(Cl)cc1)c(=O)n2C
- GIRK2 act = i

Further entries follow.
Compound	GIRK2 act
NC(=O)CSc1nc(-c2ccccc2)c(NC(=O)c2cc3ccccc3oc2=O)s1	i
CC(C)CNC(=O)CSc1nnc(-c2ccncc2)n1-c1ccccc1	i
Cc1nnsc1C(=O)Nc1nn(C)c2c1C(c1ccco1)CC(=O)N2 (stereo not given)	i
CCc1ccc(NC(=O)C(=O)NCC2CCN(C(=O)OC)CC2)cc1	i
CCOC(=O)N1CCN(C(=O)C2CN(C(=O)c3cccs3)C2)CC1	i
O=C(CCc1ccccc1)NCC1CCN(Cc2ccco2)CC1	i
COC(=O)Nc1nc(CC(=O)Nc2ccccc2OC)cs1	i
CC1Oc2ccccc2OC1C(=O)Nc1nnc(C2CCCCC2)o1 (stereo not given)	i
COc1cccc(OCC(O)CN2CCN(Cc3ccccc3)CC2)c1 (stereo not given)	i
COc1ccc(NC(C)=O)cc1NC(=O)c1cnc2c(c(C)nn2-c2ccccc2)c1Cl	i
O=C(c1ccc(-n2cccc2)cc1)N1CC(c2nc(-c3ccc[nH]c3=O)no2)C1	i
O=C(CCCSc1ccc(NC(=O)C2CC2)nn1)NC1CCCCCC1	i
O=C(CSC1=Nc2cccnc2Nc2ccccc21)Nc1ccc(OC(F)(F)F)cc1	i
CSc1nn(CC(=O)Nc2c(C)cccc2C)c(N)c1S(C)(=O)=O	i
CN(CC#CCNC(=O)CNC(=O)c1ccccc1)Cc1ccccc1	i
COc1ccc(C(=O)CSc2nc(CC(=O)Nc3ccc4c(c3)OCO4)cs2)cc1	i
Cc1cc(C)cc(NC(=O)Cc2csc(Nc3ccc(S(C)(=O)=O)cc3)n2)c1	i
COC(=O)Nc1nc(CC(=O)N2CCN(c3cccc(Cl)c3Cl)CC2)cs1	i
O=C(CN1N=NC2C(=O)N(c3ccc(Br)cc3)C(=O)C21)Nc1ccccc1F (stereo not given)	i
CCc1ccc(S(=O)(=O)Nc2ccc(N3CCCC3=O)cc2)s1	i
CNC(=O)C(=O)NCC1CCN(Cc2ccccc2)CC1	i
O=C(/C=C/c1ccccc1Cl)Nc1ccc(CC(=O)NCC(F)(F)F)cc1	i
O=C(Nc1ccccc1F)c1nc(-c2cnccn2)no1	i
CSc1ncccc1C(=O)N1CCC(CNC(=O)c2cc(-c3ccco3)on2)CC1	i
CCOc1ccc(C(=O)NCC2(O)CCCC2)cc1	i
Cc1ccsc1C(O)CNC(=O)c1ccc(Cl)c(Cl)c1 (stereo not given)	i
Cc1ccc(C)c(C(=O)NCC2CCN(C(=O)Nc3ccc(F)cc3)CC2)c1	i
CC(C)S(=O)(=O)c1ccc(C(=O)N(Cc2ccccn2)c2nc3ccc(F)cc3s2)cc1	i
Cc1nn(C(=O)c2ccco2)c(C)c1CN1C(=O)c2ccccc2C1=O	i
COc1ccc(S(=O)(=O)NCCOc2ccc(-c3ccc(F)cc3)nn2)cc1	i
CSc1cccc(C(=O)Nc2nnc(-c3ccn(C)n3)o2)c1	i
CSCCC(C)(O)CNC(=O)c1cc2ccccc2oc1=O (stereo not given)	i
O=C(NCc1ccc(Cl)cc1)NCC1CCN(S(=O)(=O)C2CC2)CC1	i
COc1cc(/C=C(\C#N)c2nc(-c3cccs3)cs2)ccc1OCC(=O)Nc1ccccc1	i
O=C(Cn1cnc2ccccc2c1=O)N1CCC(c2nnc(-c3ccco3)s2)CC1	i
CCOC(=O)N1CCC(NC(=O)Cc2csc(NC(=O)c3ccc(=O)[nH]c3)n2)CC1	i
CC(C)N(C(=O)Cn1nc(-c2ccco2)c2sc(N3CCCCC3)nc2c1=O)c1ccccc1	i
CS(=O)(=O)N1CCC(c2nn(Cc3ccc(F)cc3)c(=O)n2-c2cccs2)CC1	i
COc1ccc(NC(=O)CSC2=NC3(CCCCC3)Nc3ccccc32)c(OC)c1	i
Cn1c(SCC(=O)Nc2ccc(Cl)cc2)nc2c(-c3ccccc3)c[nH]c2c1=O	i
CCOC(=O)N1CCN(C(=O)c2cccc(-n3ccc4ccccc43)c2)CC1	i
COCCNC(=O)Cc1csc(Nc2cccc(Cl)c2)n1	i
CC1CCN(c2ccc(N3CCN(C(=O)Cc4ccccc4)CC3)nn2)CC1	i
COc1ccc(-c2nnc3ccc(OCCNC(=O)c4cc(C)cc(C)c4)nn23)cc1OC	i
O=C(CSc1ccc(-c2ccco2)nn1)Nc1cc(C(F)(F)F)ccc1Cl	i
CC(C)CN1C(=O)C(C)(C)COc2ccc(NC(=O)c3cccs3)cc21	i
O=S(=O)(N1CCCCCC1)N1CCN(c2ccccn2)CC1	i
O=C(NCC(O)Cc1ccccc1)C(=O)NC1CC1 (stereo not given)	i

5 entries drawn at random from the list so far:
Compound	GIRK2 act
Cn1c(SCC(=O)Nc2ccc(Cl)cc2)nc2c(-c3ccccc3)c[nH]c2c1=O	i
O=C(NCC(O)Cc1ccccc1)C(=O)NC1CC1 (stereo not given)	i
COc1ccc(NC(=O)CSC2=NC3(CCCCC3)Nc3ccccc32)c(OC)c1	i
CC(C)N(C(=O)Cn1nc(-c2ccco2)c2sc(N3CCCCC3)nc2c1=O)c1ccccc1	i
CC1CCN(c2ccc(N3CCN(C(=O)Cc4ccccc4)CC3)nn2)CC1	i

Carrying on:
Compound	GIRK2 act
Nc1nc(SCC(=O)Nc2ccccc2Cl)ncc1S(=O)(=O)c1ccc(Cl)s1	i
CS(=O)(=O)c1ccc(CC(=O)Nc2nnc(CS(=O)(=O)c3ccccc3)o2)cc1	i
COc1cn2c(cc1=O)C(=O)N(CCNC(=O)CC(c1ccccc1)c1ccccc1)CC2	i
COc1ccc(NC(=O)NCC#CCN2CCc3ccccc3C2)cc1OC	i
CC(CCc1ccccc1)NC(=O)Cc1csc(Nc2ccccc2)n1 (stereo not given)	i
Cc1nn2c(NCc3ccccn3)c3c(nc2c1-c1ccccc1)CCCC3	i
CS(=O)(=O)Nc1cccc(NC(=O)C2CN(C(=O)c3cnccn3)C2)c1	i
COC(=O)NC(C)c1nc2ccccc2n1CCOc1cccc(OC)c1 (stereo not given)	i
Cc1cccc(-n2nnnc2SCC(=O)Nc2ccc(S(N)(=O)=O)cc2)c1	i
CCc1cccc2sc(N(Cc3ccncc3)C(=O)c3ccc(C#N)cc3)nc12	i
O=C(CS(=O)(=O)Cc1ccccc1)Nc1nc2c(s1)-c1cccc3cccc-2c13	i
CC(=O)OC(CN1CCOCC1)Cn1c2ccccc2c2ccccc21 (stereo not given)	i

Next section:
molecule,GIRK2 act
CS(=O)(=O)N1CCC(C(=O)NCC2CCN(C(=O)/C=C/c3ccco3)CC2)CC1,i
CCOc1ccc(-c2noc(Cn3c(=O)[nH]c4cc5c(cc4c3=O)OCO5)n2)cc1,i
Cc1nn(C2CCS(=O)(=O)C2)c2nc(-c3cccs3)cc(C(=O)NCCc3ccccc3)c12 (stereo not given),i
CC(=O)N1CCN(C(=O)Cn2cnc(-c3ccc(F)cc3)cc2=O)CC1,i
COc1cccc(C(CNC(=O)c2cccc([N+](=O)[O-])c2C)N2CCOCC2)c1 (stereo not given),i
O=C(Nc1ccc2c(c1)N(C(=O)c1cccs1)CC2)c1ccco1,i
Cc1ccc(OCCCn2c(CN(C)C(=O)c3ccco3)nc3ccccc32)cc1C,i
Cc1ccc2nc3c(cc(C(=O)NCCCN4CCOCC4)n3C)c(=O)n2c1,i
O=C(NCCC(O)c1cccs1)c1ccc(Br)o1 (stereo not given),i
Cc1cc(=O)[nH]c2cc(NC(=O)CSc3nnnn3C)ccc12,i
Cc1csc(C(=O)NCC2CCN(Cc3ccsc3)CC2)c1,i
COc1ccc(-c2ccc(C(=O)O)c(=O)[nH]2)cc1,i
COC(CNC(=O)C(=O)Nc1c2c(nn1-c1ccc(Cl)cc1)CSC2)OC,i
Cc1cc(C)nc(Nc2nc(C(=O)NCc3ccc(OC(F)(F)F)cc3)cs2)n1,i
CC(C)(C)n1nc2c(c1NC(=O)C(=O)NCc1cccs1)CSC2,i
O=C(NCC(O)(c1ccccc1)C(F)(F)F)C1c2ccccc2Oc2ccccc21 (stereo not given),i
O=C(NCc1n[nH]c(=O)c2ccccc12)c1ccc(-n2cccc2)cc1,i
CC(C)(C)NC(=O)N1CCCN(CCn2cccn2)CC1,i
CCNc1cc(C)nc(N2CCN(C(=O)c3ccc(C(F)(F)F)cc3)CC2)n1,i
Cc1ccc2nc3c(cc(C(=O)NC4CCCCC4)n3Cc3ccccc3)c(=O)n2c1,i
Cc1ccc(Cl)cc1NC(=O)Cn1c(C)cc(C)c(-c2nc(-c3ccc4c(c3)OCO4)no2)c1=O,i
COc1ccc(-c2cn(CC(=O)N3CCN(c4ccccc4OC)CC3)nc2N(C)C)cc1,i
Cc1nn(C2CCS(=O)(=O)C2)c(C)c1CC(=O)N1CCn2c1nc1ccccc12 (stereo not given),i
CN(C)c1ccc(N2CCN(C(=O)COc3ncccn3)CC2)nn1,i
COc1ccc(OCC(O)Cn2c(C3CC(=O)N(C(C)(C)C)C3)nc3ccccc32)cc1 (stereo not given),i
Cc1ccc(-c2nsc(C(=O)N3CCOCC3)c2N)cc1,i
Cc1cc(=O)[nH]c(-n2nc(C)c(CCC(=O)Nc3ccc(Oc4ccccc4)cc3)c2C)n1,i
Cc1ccc(C)c(Cn2c(=O)c3c(nc4n(CCN5CCOCC5)c(C)c(C)n34)n(C)c2=O)c1,i
CS(=O)(=O)N1CCCC1C(=O)Nc1nnc(-c2cccc(Cl)c2)o1 (stereo not given),i
COc1ccc(Cl)cc1C(=O)NCCS(=O)(=O)N1CCN(c2ccccn2)CC1,i
Cc1cc(C)cc(NC(=O)C2CCN(c3cnc4ccccc4n3)CC2)c1,i
CS(=O)(=O)N1CCCCC1C(=O)N1CCCc2ccccc21 (stereo not given),i
CCCCCCc1nc(C(N)=O)c2[nH]c(=O)n(-c3ccc4c(c3)OCO4)c2n1,i
O=C(NCCCN1CCOC(c2ccccc2)C1)C1CCCCC1 (stereo not given),i
Cc1cc(NC(=O)c2ccc(Cc3ccccc3)cc2)n(C(C)C)n1,i
COCCNc1oc(-c2cccs2)nc1S(=O)(=O)c1ccccc1,i
O=C(NCC1CCN(C(=O)c2cc3ccccc3o2)CC1)c1cc(-c2ccccc2)on1,i
O=C(NCC1CCN(C(=O)COc2ccccc2)CC1)c1ccc(Cl)s1,i
O=S(=O)(N1CCOCC1)N1CCN(c2ccc(F)cc2)CC1,i
O=C(NC1CCS(=O)(=O)C1)c1cccnc1 (stereo not given),i
O=S(=O)(NCCNc1ccc(Nc2ccccn2)nn1)c1cccc(Cl)c1,i
COc1cccc(-c2ccc(=O)n(CCCC(=O)Nc3ccc(OC)cc3OC)n2)c1,i
COC(=O)c1ccc(C(=O)N(Cc2cccn2C)C2CC2)cc1,i
COc1ccc(S(=O)(=O)Nc2nc(C(=O)Nc3ccccc3OC)cs2)cc1,i
Cc1c(C(=O)NC2CCS(=O)(=O)C2)nnn1-c1ccccc1 (stereo not given),i
COc1ccccc1CCNC(=O)Cc1cc(-c2cc3ccccc3o2)on1,i
COc1ccc(-c2c(NC(=O)c3cccs3)sc3ccccc3c2=O)cc1OC,i

In the list so far, 2 contain bromine:
molecule,GIRK2 act
O=C(CN1N=NC2C(=O)N(c3ccc(Br)cc3)C(=O)C21)Nc1ccccc1F (stereo not given),i
O=C(NCCC(O)c1cccs1)c1ccc(Br)o1 (stereo not given),i
